Source: PubChem
Rhodamine fluor = compound autofluorescence in rhodamine spectral region; Rhodamine-region fluorescence, 547/598 nm, Tris buffer; hits give high values; max dye-equivalent concentration, M; hit rate 0.05% among 59,000; in the data active = max dye-equivalent concentration above about 11 nM; inconclusive = between about 1.1 nM and that limit
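Steps: pin-transfer compounds into pH 8.0 Tris (100 mM), hold 15 min at room temperature, image with a 547/598 nm filter pair, and convert intensities to rhodamine-equivalent concentration using a six-point on-plate rhodamine series.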
Casp7 inh = blocks human caspase-7 allosterically or competitively; recombinant caspase-7, Ac-DEVD-AFC fluorescence rate; Potency, µM (doses to about 57.5 µM), without a hit: at the highest dose activity change, negative = inhibition, hits mostly inhibitors; hit rate 0.02% among 75,000; active = well fitted inhibition curve with a large enough effect in the main read-out, with a control signal flat, not every such curve was filed as active; inconclusive = small, poorly fitted or top-dose-only effect, or a change in a side signal; also: potency is read from the fitted curve at half-maximal effect; % of control where 0% means no effect
HADH2 inh = blocks human hydroxyacyl-CoA dehydrogenase type II; Q99714; recombinant HADH2, NADH fluorescence, beta-hydroxybutyryl-CoA; Potency, µM (doses to about 57.1 µM), inactives show top-dose activity change, negative = inhibition, most hits filed as inhibitors; hit rate 3.4% among 73,000; also: potency is read from the fitted curve at half-maximal effect; % is scaled to controls: 0 for no effect and ±100 for the full control effect; nearly all actives have a fitted effect of over 60% in size; many of its hits are not listed in these tables
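Read-out: 360 nm excitation, 450 nm emission, kinetic over 4 min. Conditions: His-tagged human HADH2 20 nM, pH 9.0 Tris with Tween-20, 1 mM NAD+, 90 uM beta-hydroxybutyryl-CoA.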
USP2a inhib = USP2a (human) protease inhibition | O75604 | USP2a enzymatic assay, qHTS inhibition | Potency, µM (top dose mostly 38.3 µM), for the others: at the highest dose activity change, negative = inhibition, most hits filed as inhibitors | hit rate 0.1% among 60,000 | AID 927;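 also: potency is read from the fitted curve at half-maximal effect; nearly all actives have a fitted effect of over 60% in size; plate controls were DMSO for no effect and NEM full inhibition control for full effect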
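Coupled readout: USP2-cleaved Ub-PLA2 (20nM final) turns over NBD C6-HPC (20uM final), Ex 460nm/Em 535nm after 2.5 h, time-zero read flagging artifacts. Enzyme (20nM final, pH 8.0 Tris) given 30 min RT with compound first; NEM defines full inhibition.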
Casp1 inh = caspase-1 (human) inhibition, allosteric or competitive. Potency, µM (doses to about 57.5 µM), inactives show at the top dose activity change, negative = inhibition, usual class: inhibitors. hit rate 0.03% among 75,000. Caspase-1 enzyme, Ac-WEHD-AFC fluorogenic rate;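 also: potency is read from the fitted curve at half-maximal effect; plate controls were vehicle for no effect and no substrate for full effect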
ALOX15 inhib = blocks human 15-lipoxygenase activity; Potency, µM (doses to about 57.1 µM), for inactives: at the top dose activity change, negative = inhibition, hits mostly inhibitors; hit rate 1.4% among 74,000; purified 15hLO-1, xylenol orange hydroperoxide absorbance; AID 887; P16050; also: potency is read from the fitted curve at half-maximal effect; % is scaled to controls: 0 for no effect and ±100 for the full control effect; nearly all actives have a fitted effect of over 55% in size
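Purified human 15hLO-1 (40 nM) in 25 mM Hepes pH 7.5, 0.01% Triton X-100, preincubated 15 min RT with compound, then 50 uM arachidonic acid for 6 min. Hydroperoxide read by ferrous/xylenol orange, 30 min; 573/405 nm absorbance ratio gave progress.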
BRCT inh red = disrupts BRCA1 BRCT binding to phosphoprotein, red fluorophore readout; Potency, µM (doses to about 76.9 µM), inactives show top-dose activity change, negative = inhibition, most hits filed as inhibitors; BRCT-phosphopeptide binding, red fluorescence polarization; P38398; hit rate 0.03% among 75,000; also: % is scaled to controls: 0 for no effect and ±100 for the full control effect
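Rhodamine-labelled pBACH1 10-mer (100 nM) bound to BRCT domain (100 nM) at pH 7.3; compounds incubated 12 min room temperature, polarization read. Free peptide defines full inhibition; unlabelled decapeptide titrated as control.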
BRCT inh green = blocks human BRCA1 BRCT binding to phosphopeptide, green readout. BRCA1 BRCT-phosphopeptide binding, green fluorescence polarization. Potency, µM (top dose mostly 76.9 µM), for the others: top-dose activity change, negative = inhibition, actives largely listed as inhibitors. AID 875. hit rate 0.05% among 75,000;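 also: potency is read from the fitted curve at half-maximal effect; plate controls were peptide without protein for full effect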
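Fluorescence polarization: His-tagged BRCT (~35 kDa BRCA1 C-terminus, 250 nM) bound to 100 nM fluorescein-labeled phosphorylated 10-aa BACH1 peptide, pH 7.3 phosphate buffer with DTT and Tween 20. Compounds incubated 12 min at room temperature; inhibition read as lowered polarization.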
DNA Pol III inh = inhibitors of bacterial DNA polymerase III holoenzyme; reconstituted DNA polymerase III holoenzyme replication, biochemical; Potency, µM (top dose mostly 57.1 µM), without a hit: top-dose activity change, negative = inhibition; hit rate 0.25% among 71,000; also: potency is read from the fitted curve at half-maximal effect; % is scaled to controls: 0 for no effect and ±100 for the full control effect
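Reconstituted *E. coli* holoenzyme (0.35 nM Pol III, 1 nM beta, 154 nM SSB, 2 nM primase) was preincubated with compound for 15 min at RT. Synthesis on 1.4 nM ssM13Gori ran 35 min, then was stopped with PicoGreen/EDTA and read as dsDNA fluorescence.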
Tau fil binding = binders of human tau filaments | P10636 | recombinant tau filaments, thioflavin S fluorescence, 15 h; filaments grown with octadecylsulfate alongside compound | Potency, µM (highest dose often 57.1 µM), without a hit: at the highest dose activity change, negative = inhibition | hit rate 2% among 71,000;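 also: potency is read from the fitted curve at half-maximal effect; % is scaled to controls: 0 for no effect and ±100 for the full control effect; actives lower thioflavin S fluorescence by blocking filaments or displacing dye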
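His-tagged recombinant human tau (exons 2, 3 and 10 included), 1 uM, was induced to fibrillize by 30 uM sodium octadecylsulfate with compound present. After 15 h at 37 C, thioflavine S fluorescence (ex 450, em 510 nm) was read.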
HEK293 cAMP ctrl = raises cAMP in parental HEK293 cells, TSHR agonist counter-screen; parental HEK293 CNG cAMP sensor, membrane potential fluorescence; Potency, µM (titrated, usually from 57.1 µM), without a hit: top-dose activation, most hits filed as activators; hit rate 2.5% among 73,000; AID 938; also: potency is read from the fitted curve at half-maximal effect; % of control where 0% means no effect; nearly all actives have a fitted effect of over 55% in size
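Parental HEK 293 cells stably expressing a cAMP-gated CNG channel were loaded with membrane potential dye containing 100 uM RO 20-1724 for 60 min. Compound added for 30 min; depolarization read as fluorescence intensity at 590 nm.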
* = called active by the depositor; i = inactive; ? = inconclusive; / = no result given; [ ] = another dose, or the depositor's remark. Unless noted, calls follow the shape of the dose curve; as a rule, active = well fitted curve in the direction sought with a large enough effect; inconclusive = small, poorly fitted or top-dose-only effect, or another doubt; inactive = no such curve, though single readings can be large; an effect the other way counts as inactive or inconclusive. An excerpt, so the mix of outcomes need not match the whole.

mol,Casp7 inh,Casp1 inh,HADH2 inh,BRCT inh green,HEK293 cAMP ctrl,BRCT inh red,DNA Pol III inh,USP2a inhib,Rhodamine fluor,Tau fil binding,ALOX15 inhib
CS(=O)(=O)N1CCN(c2ccc(NC(=O)c3ccc(Br)o3)cc2)CC1,1%,-1%,13%,-2.3%,-3%,-0.7%,-2%,5%,i,152%,-2%
COc1cc(-n2nc(C)c3c2OC(N)=C(C#N)C3c2ccccc2)c(Cl)c(Br)c1O (stereo not drawn),-3%,-3%,?,2.4%,-28%,-1.9%,-2%,-5%,i,25µM*,-14%
O=C(NCc1ccc2c(c1)OCO2)c1ccc2snnc2c1,4%,6%,2%,-1.6%,7.9µM*,-2.8%,-6%,11%,i,2%,-23%
Cc1cccc(N(C(=O)CCC(=O)Nc2cc(C)on2)C(C(=O)NC2CCCC2)c2ccncc2)c1 (stereo not drawn),1%,-1%,3%,-2.0%,12%,-2.8%,1%,5%,i,3%,-4%
Cc1ccc(OCCN2CCN(C(=O)CCC(=O)Nc3nnc(C(C)C)s3)CC2)cc1,0%,-2%,6%,-2.9%,-2%,-0.2%,3%,-1%,i,2%,3%
CC1Cc2ccccc2N1C(=O)C1CCN(S(=O)(=O)Cc2ccccc2)CC1 (stereo not drawn),2%,0%,3%,-4.6%,9%,1.2%,-2%,-1%,i,17%,-9%
Cc1ccc(OCC(=O)NCc2ccccn2)c(Br)c1,2%,0%,-3%,0.3%,12%,0.0%,-6%,6%,/,12%,2%
COc1ccccc1-n1c(SCC(=O)NC2CCCC2)nc2cccnc21,-3%,-1%,-12%,-0.5%,8%,-1.8%,-3%,/,i,-9%,4%
CS(=O)(=O)N(CC(=O)NCc1ccco1)c1ccc(Cl)c(C(F)(F)F)c1,0%,2%,0%,1.6%,20%,-0.9%,-6%,12%,/,1%,1%
CC(C)CCNC(=O)CCNS(=O)(=O)c1ccc(Cl)cc1,0%,0%,5%,-0.7%,25%,0.3%,-3%,7%,i,-6%,-11%
COC(=O)c1nc(N)sc1-c1ccccc1,-1%,2%,-14%,-0.7%,-3%,-1.1%,-4%,0%,i,8%,3%
O=C(CSc1nnc(-c2cnccn2)n1Cc1ccco1)c1ccc(Cl)c(Cl)c1,-7%,-6%,-3%,6.0%,25µM*,0.0%,11%,49%[activator],i,-7%,-22%
N#CC1=C(c2ccccc2)N=P(N2CCOCC2)(N2CCOCC2)N=C1N1CCOCC1,2%,0%,0%,0.1%,-4%,-1.2%,-7%,-4%,i,-10%,4%
C[C@H](Oc1ccc(Oc2cnc3ccc(Cl)cc3n2)cc1)C(=O)O,0%[11.5 µM],3%[11.5 µM],9%[11.4 µM],0.7%[15.4 µM],3%[11.4 µM],0.6%[15.4 µM],-9%[11.4 µM],-5%,i,-16%[11.4 µM],?
CCCCNc1nc2c(c(=O)[nH]c(=O)n2C)n1CCOc1ccccc1,2%,2%,2%,-2.6%,1%,-1.4%,-2%,-11%,i,0%,1%
COc1cc(-c2nnc(SCC(=O)c3cc(C)n(CC4CCCO4)c3C)o2)cc(OC)c1OC (stereo not drawn),-6%,-2%,5%,0.6%,5%,0.4%,2%,25%,i,12%,-6%
COc1ccc(CCNc2nc(=O)[nH]nc2C)cc1OC,0%,-1%,-5%,-1.6%,0%,0.5%,0%,0%,/,14%,10%
CC1(C)NC(=O)N(CC(O)COC2CCCCC2)C1=O (stereo not drawn),-1%,1%,-4%,-1.3%,-1%,-0.4%,-7%,-9%,i,5%,3%
CC(=O)N1CCN=C1SCc1c(F)cccc1Cl,0%,-4%,4%,-0.6%,19%,-0.9%,-6%,/,/,3%,3%
Nc1c2c(nc3ccn(-c4ccccc4)c(=O)c13)CCCCC2,-1%,-1%,?,1.0%,21%,-1.9%,-1%,5%,i,27%,3%
COC(=O)c1[nH]c2cccc(Cl)c2c1NC(=O)CN1CCN(CCO)CC1,-2%,3%,-16%,-0.3%,0%,0.8%,-8%,-6%,i,6%,8%
CCOC(=O)CSc1nc2ccsc2c(=O)n1C1CCN(C(=O)OCC)CC1,-4%,-1%,8%,4.0%,?,-0.4%,-1%,9%,i,6%,11%
CCOC(=O)N1CCN(C(=O)c2oc3ccc(S(=O)(=O)N4CCCCC4)cc3c2C)CC1,0%,-2%,-7%,0.5%,2%,0.4%,-7%,16%,i,-8%,-7%
COc1cc(C(=O)Nc2c(C)cc(C)cc2C)c(-n2cnnn2)cc1OC,2%,0%,7%,-6.1%,0%,0.8%,1%,11%,i,2%,0%
O=C(O)[C@@H]1CCN(Cc2oc(CO)cc(=O)c2O)C1,0%[11.5 µM],1%[11.5 µM],-9%[11.4 µM],-0.5%[15.4 µM],6%[11.4 µM],2.4%[15.4 µM],-4%[11.4 µM],/,i,8%[11.4 µM],14%[11.4 µM]

Going on with the list:
mol,Casp7 inh,Casp1 inh,HADH2 inh,BRCT inh green,HEK293 cAMP ctrl,BRCT inh red,DNA Pol III inh,USP2a inhib,Rhodamine fluor,Tau fil binding,ALOX15 inhib
COc1ccc(OCc2nnc(SCC(=O)O)n2N)cc1,0%,1%,8%,-1.2%,-2%,-0.2%,-3%,-2%,i,-7%,-20%
O=C(CSc1ccc2c(c1)OCCO2)NCCN1C(=O)CSC1=O,0%,-1%,-16%,-4.1%,10%,-3.2%,-4%,-3%,i,-6%,-15%
O=C(CCc1ccccc1)NCc1ccccn1,-2%,-2%,12%[11.4 µM],-1.2%,-1%[11.4 µM],-0.3%,-6%[11.4 µM],12%[7.66 µM],/,2%[11.4 µM],35%[activator][11.4 µM]
CCOC(=O)N1CCN(C(=O)CSc2nnc(COc3ccc(Cl)cc3)o2)CC1,-2%,1%,0%,-1.3%,?,-1.2%,-2%,/,/,-5%,-2%
Cc1ccc(S(=O)(=O)Cc2ccc(C(=O)NCCCN3CCCC3=O)o2)cc1,-1%,-3%,-4%,-1.7%,-2%,-0.3%,-4%,0%,i,5%,3%
O=C(CSc1n[nH]c(-c2ccccc2Br)n1)NC(=O)NCc1ccco1,0%,1%,-1%,-0.9%,5%,0.4%,-6%,9%,i,1%,-13%
Cn1c(-c2ccc(N)cc2)nc2ccccc21,-2%,-3%,-144%,-0.9%,1%,-0.3%,-4%,1%,i,-2%,?
Cc1cc(C)n(-c2ccc(Cl)c(C(=O)OCC(=O)N3CCCCC3C)n2)n1 (stereo not drawn),-1%,2%,14%,-1.7%,?,-1.1%,0%,17%,i,-2%,15%
CN1CCN(c2nc3c(c(=O)n(C)c(=O)n3C)n2C)CC1,-2%[11.5 µM],0%[11.5 µM],3%[11.4 µM],-0.2%[15.4 µM],1%[11.4 µM],-0.2%[15.4 µM],-14%[11.4 µM],/,i,4%[11.4 µM],-1%[11.4 µM]
COc1ccc2[nH]c(C)c(C(=O)CN(C)C)c2c1,1%,1%,3%,-0.4%,8%,0.6%,4%,-6%,i,13%,-5%
Cc1cccc(CCNC(=O)C2CCC(CNc3c(N4CCCC4)c(=O)c3=O)CC2)c1 (stereo not drawn),-2%,5%,2%,-3.6%,18%,-1.7%,-2%,/,/,-3%,2%
Cc1cc(N2C(=O)C(O)=C(C(=O)c3ccc(C)o3)C2c2cccs2)no1 (stereo not drawn),-9%,-11%,?,0.3%,16%,0.2%,5%,42%[activator],i,9%,-6%
CCOc1ccc(C(=O)Nc2cc(C)on2)cc1,0%,0%,-5%,-6.7%,8%,-1.9%,-7%,-4%,/,232%,-2%
O=C(c1cc2nc(-c3ccccc3)cc(C(F)(F)F)n2n1)N1CCOCC1,-3%,-5%,9%,-4.6%,11%,1.8%,-2%,11%,i,-16%,-3%
CC(=O)Nc1nc(C)nc(C)c1C(C)=O,1%,1%,16%,-1.2%,3%,-0.7%,-1%,-2%,i,-11%,3%
CC(C)C1CC(O)(C2(O)CCCCC2)ON1 (stereo not drawn),1%,0%,-2%,-3.0%,29%,-1.3%,2%,7%,i,0%,-8%
COC(=O)Cc1[nH]nc2c1C(c1c[nH]c3ccccc13)C(C#N)=C(N)O2 (stereo not drawn),?,?,?,5.4%,24%,-0.8%,-12%,?,i,101%,-4%
Cc1ccc(S(=O)(=O)N2CCC(C(=O)Nc3nnc(C4CCCC4)s3)CC2)cc1,3%,-6%,6%,0.7%,3%,0.0%,-2%,-1%,i,-2%,15%
